# Bioassay records as filed in PubChem.
# BLM inh: blocks DNA unwinding by human BLM helicase. P54132. hit rate 0.2% among 350,000. Potency, µM (doses to about 56.1 µM), without a hit: at the highest dose activity change, negative = inhibition, actives largely listed as inhibitors. recombinant BLM DNA unwinding, fluorescence dequenching;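 further: potency means the concentration at half of the fitted maximal effect; plate controls were vehicle for no effect and no enzyme for full effect; nearly all actives have a fitted effect of over 35% in size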
# POLK inh: DNA polymerase kappa (human) inhibition | Q9UBT6 | purified Pol kappa, fluorescent DNA synthesis assay, 10 min | Potency, µM (series often up to 107 µM), for the others: at the top dose activity, negative = inhibition, usual class: inhibitors | hit rate 0.53% among 400,000; further: potency means the concentration at half of the fitted maximal effect; on the % scale 0 is the no-effect control and ±100 the full control effect
#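 50 nM final substrate added after 15 min RT preincubation of 10 nM Pol kappa with compound; fluorescence read at 0 and 10 min.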
# APE1 inh: APE1 (human) endonuclease inhibition; AID 2517; hit rate 0.35% among 350,000; P27695; Potency, µM (doses to about 65.8 µM), for the others: at the top dose activity change, negative = inhibition, most hits filed as inhibitors; recombinant APE1, TAMRA/BHQ-2 abasic DNA cleavage fluorescence;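 further: potency means the concentration at half of the fitted maximal effect; plate controls were vehicle for no effect and reference inhibitor for full effect; nearly all actives have a fitted effect of over 55% in size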
# Target sequence (P27695 whole entry, looked up): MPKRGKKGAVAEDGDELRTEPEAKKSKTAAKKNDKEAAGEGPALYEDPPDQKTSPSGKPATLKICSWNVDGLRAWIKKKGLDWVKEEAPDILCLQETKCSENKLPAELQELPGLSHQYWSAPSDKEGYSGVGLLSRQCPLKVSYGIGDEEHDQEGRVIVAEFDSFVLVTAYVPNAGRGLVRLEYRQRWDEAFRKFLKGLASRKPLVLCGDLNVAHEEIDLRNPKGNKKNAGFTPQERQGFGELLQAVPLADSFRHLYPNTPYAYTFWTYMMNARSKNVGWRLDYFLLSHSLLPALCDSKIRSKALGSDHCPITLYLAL
#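 Substrate: short duplex with […] THF abasic site, 5'-TAMRA and 3'-BHQ-2, 50 nM final. APE1 at 0.75 nM, preincubated 15 min RT with compound. Fluorescence increase from first to third read measured activity.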
# POLB inh: inhibitors of human DNA polymerase beta | P06746 | Pol beta primer extension/strand displacement, fluorescence kinetic | Potency, µM (top dose mostly 114 µM), without a hit: at the highest dose activity change, negative = inhibition, most hits filed as inhibitors | hit rate 1.3% among 340,000; further: potency means the concentration at half of the fitted maximal effect; on the % scale 0 is the no-effect control and ±100 the full control effect
#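 Pol beta (10 nM) and compounds were preincubated 15 min at room temperature, then 50 nM substrate (final) started primer extension/strand displacement. Reads were taken at 0 and 10 min; concentration-response data were fitted to a four-parameter Hill equation.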
# LDHA block: LDHA (human) enzyme inhibition. P00338. purified LDHA, NADH/diaphorase-resazurin fluorescence; active compounds read low. activity change, % (values are at about 110 or 230 µM). hit rate 0.15% among 480,000. AID 1347041; in the data active means activity change below about -30%; inconclusive means mostly about -25% to -30%;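 further: plate controls were DMSO wells for no effect and wells without enzyme for full effect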
#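 Remaining NADH was detected by diaphorase (0.133 mg/mL) converting 37 µM resazurin to fluorescent resorufin, read at 0 and 20 minutes. The preceding 5-minute room-temperature reaction used 2 nM LDHA, 0.2 mM sodium pyruvate and 0.06 mM NADH at pH 7.4.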
# POLH inh: inhibitors of human DNA polymerase eta; recombinant Pol eta, fluorescent DNA replication assay; Potency, µM (doses to about 114 µM), for the others: at the highest dose activity change, negative = inhibition, actives largely listed as inhibitors; hit rate 1.2% among 390,000; AID 588591; further: potency means the concentration at half of the fitted maximal effect; on the % scale 0 is the no-effect control and ±100 the full control effect
#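 Pol eta (10 nM) was preincubated with compounds for 15 min at room temperature, after which fluorescent replication substrate (50 nM final) was added to start the reaction. Fluorescence was read kinetically at 0 and 10 min.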
# Pol iota inh: blocks human DNA polymerase iota activity; hit rate 1% among 390,000; Potency, µM (titrated, usually from 115 µM), for the others: at the top dose activity, negative = inhibition, hits mostly inhibitors; Pol iota fluorescent replication assay, 10 min; Q9UNA4; further: potency means the concentration at half of the fitted maximal effect
#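 Fluorescent replication assay read twice, at 0 min and 10 min after adding 50 nM (final) substrate. Enzyme (10 nM) and compounds were first incubated 15 min at room temperature; enzyme-free buffer wells were negative controls.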
# Apoferritin bind: candidate novel general anesthetic via apoferritin binding | Potency, µM (highest dose often 77.5 µM), for inactives: top-dose activity change, negative = displacement, actives largely listed as inhibitors | apoferritin/1-aminoanthracene competitive binding, fluorescence | hit rate 0.074% among 350,000 | P02791; further: potency means the concentration at half of the fitted maximal effect; on the % scale 0 is the no-effect control and ±100 the full control effect; nearly all actives have a fitted effect of over 20% in size
# Target sequence (P02791 2-175 limits assumed): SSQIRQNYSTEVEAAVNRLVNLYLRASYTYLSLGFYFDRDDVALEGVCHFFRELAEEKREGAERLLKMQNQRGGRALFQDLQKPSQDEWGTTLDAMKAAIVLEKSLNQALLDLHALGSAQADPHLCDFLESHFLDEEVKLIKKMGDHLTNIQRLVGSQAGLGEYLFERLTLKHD
#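 In PBS, apoferritin at 10 uM is loaded with 1-AMA from a 50% saturated solution. After 10 min of compound exposure at ambient temperature, reduced 535 nm fluorescence indicates probe displacement.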
# Glioma ERSR ind: ER stress response induction in glioma; U87-MG GRP78 promoter luciferase reporter, 16 h; Potency, µM, for the others: at the top dose activation, hits mostly activators; hit rate 0.02% among 420,000; AID 602332; further: potency means the concentration at half of the fitted maximal effect; series mostly up to about 76 µM; % of control where 0% means no effect; nearly all actives have a fitted effect of over 35% in size
#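 ERSR induction read as luciferase luminescence (Bright-Glo, 10 min at room temperature) in stably transfected human U87-MG glioma cells exposed to compounds for 16 h, using GRP78 as sensor.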
# An asterisk follows results filed as active; ? = inconclusive; · = no result given; & = joins results of further samples; [ ] = dose if it differs, or a comment. Unless noted, the call rests on the fitted dose curve; in most records, active means well fitted curve in the direction sought with a large enough effect; inconclusive means small, poorly fitted or top-dose-only effect, or another doubt; inactive means no such curve, though single readings can be large; an effect the other way counts as inactive or inconclusive.
SMILES,BLM inh,POLK inh,APE1 inh,POLB inh,LDHA block,POLH inh,Pol iota inh,Apoferritin bind,Glioma ERSR ind
CCOC(=O)n1c(SCC(N)=O)nc2ccccc21,2%,-8%,-9%,-1%,-4,1%,10%,-5%,1%
Cc1cc(Cl)ccc1NC(=O)C1CCCN1C(=O)c1cccs1 (configuration not stated),-1%,-1%,0%,17%,-8,-25%,20%,-4%,-4%
CC(C)c1ccc(/C=C2\SC(=S)N(CCC(=O)NCCCn3ccnc3)C2=O)cc1,-5%,?,-14%,40µM*,-1,-17%,-28%,?,-6%
COc1ccc2nc(/N=C/c3cccc(OC)c3O)sc2c1,-1%,-6%,12%,61%,19,0%,-19%,-8%,3%
Cn1ccnc1SCC(=O)Nc1ccc(Br)cc1C(F)(F)F,-3%,5%,32%,3%,-1,-5%,18%,-9%,4%
CNc1ccc(Br)cc(C(=O)/C=C/c2ccc(OC)cc2)c1=O,?,-17%,?,28µM*,13,?,?,1%,-6%
CSc1ncc(C(=O)Nc2cccc(Cl)c2)c(C)n1,-6%,5%,40%,7%,0,-19%,-5%,-13%,0%
Cc1ccc(C(=O)c2cn(CC(=O)NCc3ccccc3Cl)c3nc(C)ccc3c2=O)cc1,-8%,-5%,·,?,-8,-5%,7%,1%,-3%
O=C(Cn1cnc2c(oc3ccccc32)c1=O)Nc1ccc(OC(F)(F)F)cc1,2%,-8%,·,-22%,2,-20%,31%[activator],-5%,0%
COC(=O)c1cc2ccsc2n1Cc1nc(-c2ccc(OC)cc2)oc1C,-4%,-7%,-2%,9%,-2,-11%,-14%,15%,-2%
COc1ccccc1NC(=O)NCc1nc(-c2ccc(C(F)(F)F)cc2)no1,1%,-8%,-1%,-25%,-3,-18%,124%[activator],-3%,2%
C=CCn1c(=O)c2ccc(C(=O)NCc3ccccc3)cc2n(Cc2ccc(Cl)cc2)c1=O,2%,2%,2%,-1%,-3,-17%,?,-2%,-2%
CC(=O)NCCN1C(=O)S/C(=C\c2cccs2)C1=O,-3%,0%,-3%,23%,-2,-20%,64%[activator],?,3%
CCN(CC)C(=O)CN(c1cc(Cl)ccc1OC)S(C)(=O)=O,-5%,-7%,-2%,6%,-6,-15%,?,-7%,-3%
N/C(=N\OC(=O)c1ccc(Cl)cc1Cl)c1ccccn1,-3%,-28%,-4%,-12%,-4,-10%,-1%,-14%,-14%
N#C/C(=C\c1ccc(-c2ccc(S(=O)(=O)N3CCOCC3)cc2)o1)C(=O)NC1CC1,-6%,-7%,-5%,21%,-6,-16%,115%[activator],-13%,-2%
CN(C)c1ccc(C(=O)Nc2nnc(C3=COCCO3)o2)cc1,0%,0%,0%,11%,8,-9%,81%[activator],-11%,-2%
OCCC1CN(Cc2cc3ccccc3o2)CCN1Cc1ccc(F)cc1 (configuration not stated),-1%,2%,18%,18%,-4,-11%,26%,-1%,0%
O=C(CSc1nnc2ccc3ccccc3n12)c1ccc(F)cc1,3%,5%,25%,?,-10,-18%,32%[activator],-22%,1%
Cc1cccc(N2CCN(Cc3nc(CC4CC4)no3)CC2)n1,-3%,4%,10%,20%,-2,-14%,39%[activator],-4%,-1%
CCOc1ccccc1CN1CCN(CC2=Cc3cc(OC)ccc3OC2)CC1CCO (configuration not stated),-1%,-19%,23%,0%,-6,-22%,38%[activator],-5%,-3%
O=C(COC(=O)c1ccc2ccccc2n1)c1ccc(F)cc1,-8%,2%,16%,38%,-5,-13%,70%[activator],-8%,-3%
CCc1ccccc1NC(=O)CCc1nc(-c2cccs2)no1,-5%,18%,-2%,-11%,0,-9%,-6%,-11%,-1%
Cc1ccnn1CC(=O)N/N=C/c1ccco1,0%,-9%,-10%,4%,0,-3%,-4%,-8%,-5%
CC(C)Oc1ccc(CSC(=N)N)cc1,0%,4%,-1%,0%,-3,-11%,-3%,?,2%
O=C(Cn1ncc(Cl)c(Cl)c1=O)N1CCc2ccccc21,-6%,-4%,-7%,0%,1,-22%,?,-23%,-17%
Cc1nnc(NC(=O)c2ccc(Br)cc2)s1,-3%,-9%,13%,9%,2,0%,-11%,-1%,-11%
Cc1ccnc(NC(=O)c2ccc(S(=O)(=O)NCc3ccco3)cc2)c1,·,-1%,16%,·,-6,-6%,?,·,2%
Cc1ccsc1/C=N/NC(=O)CC(=O)NCC(C)C,-3%,14%,-2%,25%,0,-14%,45%[activator],-20%,-5%
CCOc1ccc(CC(=O)NC2CCN(Cc3ccccc3)CC2)cc1,-9%,4%,56%[activator],-10%,1,1%,7%,-11%,-4%

# A draw from above in order of formula weight, rising:
SMILES,BLM inh,POLK inh,APE1 inh,POLB inh,LDHA block,POLH inh,Pol iota inh,Apoferritin bind,Glioma ERSR ind
CC(C)Oc1ccc(CSC(=N)N)cc1,0%,4%,-1%,0%,-3,-11%,-3%,?,2%
O=C(Cn1ncc(Cl)c(Cl)c1=O)N1CCc2ccccc21,-6%,-4%,-7%,0%,1,-22%,?,-23%,-17%
CCc1ccccc1NC(=O)CCc1nc(-c2cccs2)no1,-5%,18%,-2%,-11%,0,-9%,-6%,-11%,-1%

# Following part
SMILES,BLM inh,POLK inh,APE1 inh,POLB inh,LDHA block,POLH inh,Pol iota inh,Apoferritin bind,Glioma ERSR ind
CC(=O)c1ccc(N(CC(=O)NC2CCCC2)C(=O)CCC(=O)Nc2cc(C)on2)cc1,-4%,-3%,5%,49%,-8,-4%,19%,4%,-2%
CCOC(=O)c1ccccc1N/C=C/C(=O)c1cccs1,-1%,-6%,-5%,10%[57.1 µM],-1,-22%,8%,-4%,6%
CCOC(=O)c1ccc2oc(=O)n(Cc3ccccc3)c2c1,-1%,-15%[60.1 µM],·,6%,2,-21%,22%,34%[activator],-4%
Cc1ccc2c(=O)cc(C(=O)Nc3ccc(S(=O)(=O)N(C)Cc4ccccc4)cc3)oc2c1C,1%,16%,·,15%,4,-17%,14%,-4%,-4%
C[C@@H](CN=[N+]=[N-])CN1CC[C@H](NC(=O)OCc2ccccc2)CCC1=O,1%,-24%&-2%,-1%,64%,-1,-12%,50%&25%[activator],-6%,-2%&-4%
CC(C)(C)c1ccccc1NC(=S)NC1CCCC1,-3%,-15%,4%,5%,-1,1%,-8%,-18%,-6%
COc1ccc(CNC(=O)c2cccc(NC(=O)CC3SC(N4CCCCC4)=NC3=O)c2)cc1 (configuration not stated),·,-15%,19%,·,-4,-11%,16%,·,1%
COC(=O)c1ccc(C2c3[nH]c4ccccc4c3C[C@H]3C(=O)N(C4CCN(Cc5ccccc5)CC4)CC(=O)N23)cc1 (some centres not stated),-13%,-16%[60.1 µM],-13%,-4%,-1,-3%,-8%,-15%,-3%
CC1=NN(c2ccc(S(=O)(=O)O)cc2Cl)C(=O)C1,-4%,-14%,-11%,-3%,3,?,?,-5%,-5%
CCOC(=O)C1CCN(C(=S)Nc2ccc(Cl)cc2C)CC1,-2%,7%,-5%,-10%,3,-14%,3%,-6%,3%
CCCOc1ccc2[nH]cc(C(=O)O)c(=O)c2c1,-1%,7%,2%,6%,7,1%,5%,-13%,-2%
N#CNc1nc(O)cc(=O)[nH]1,-6%,79µM*,1%,-26%,-3,?,?,-6%,-8%
Cc1ccc(-n2c(SCc3ccc(C(=O)O)cc3)nnc2-c2ccncc2)cc1,-2%,-12%,25%,38%,-9,-1%,-21%,9%,0%
Cc1ccc(Cn2c(C(C)NC(=O)c3ccccc3)nc3ccccc32)cc1 (configuration not stated),-10%,-2%,·,1%,3,-11%,-2%,?,-5%
Cc1cc(C)c2c(=O)[nH]c(SCC(=O)Nc3ccc(N(C)C)cc3)nc2n1,6%,-10%,-9%,-7%,2,-6%,6%,-14%,0%
CCc1ccc(C2=C/C(=C/c3cccnc3)C(=O)O2)cc1,-5%,-1%,13%,?,-10,-10%,19%,9%,-5%
O=C(Nc1cccc(S(=O)(=O)NCc2ccco2)c1)c1cc(-c2ccccc2)nc2ccccc12,-6%,-2%,5%,?,-3,-15%,?,-14%,4%
Cc1nn2c(CN(C(=O)c3ccco3)c3ccccc3)nnc2c2ccccc12,·,-14%,·,·,1,-7%,9%,·,0%
Cc1ccc(-n2c(-c3cnccn3)n[nH]c2=S)cc1,-1%,13%,-2%,16%,0,8%,6%,-9%,-5%
CCCCCNC(=O)C1CCC(Cn2c(=S)[nH]c3ccccc3c2=O)CC1 (configuration not stated),-1%,-6%,11%,10%,-5,-4%,22%,1%,-3%
Cn1c(-c2ccc(S(=O)(=O)N3CCCC3)cc2)csc1=Nc1ccc(Cl)c(Cl)c1,-5%,7%,·,-12%,0,17%,17%,0%,-2%
CCCC(=O)Nc1ccc(Cl)c(NC(=S)NC(=O)c2cc3ccccc3o2)c1,3%,-7%,2%,47%,-12,-4%,18%,11%,-2%
COc1cc(CCC(=O)NNC(=O)c2ccc(C)cc2)cc(OC)c1OC,-2%,-13%,-10%,2%,-7,-7%,0%,-1%,-1%
COC(=O)c1c(C)[nH]c(C(=O)/C=C/c2ccc(Cl)cc2)c1C,-7%,-18%,5%,-22%,-3,-20%,36%[activator],-16%,1%
COc1ccc(-n2nc3c(N4CCC(C(=O)NCc5cccc(F)c5)CC4)nnc(C)c3c2C)cc1,89%[activator],-10%,·,-17%,-9,?,15%,-8%,-11%
CN(N)c1nc(-c2ccccc2)cc(-c2ccccc2)n1,-2%,2%,-14%,28%,-12,-4%,92%[activator],-19%,-2%
Cc1ccsc1C(=O)NCC(C)(C)N1CCOCC1,·,4%,7%,·,-3,-2%,?,·,0%
COCCCNC(=O)c1nn(C)c2c1CS(=O)(=O)c1ccccc1-2,1%,-15%,·,-24%,-6,-14%,23%,54%[activator],-3%
C/C(=C\c1ccccc1)C(=O)c1c(C)cc(C)[nH]c1=O,-11%,3%,4%,10%,1,-14%,11%,-11%,-4%
Cc1cc(OCCCC(=O)NCCN2C(=O)S/C(=C\c3cccnc3)C2=O)ccc1Cl,1%,6%,-7%,27%,1,-2%,55%[activator],-8%,-3%

# Only part of the results is shown (hit frequency here may not be typical).
